# Source: PubChem
# Bim-Bcl-2: inhibitors of Bim-Bcl-2 binding, primary screen, biochemical, multiplexed, human Bcl-2 family; Bead-based flow cytometry, Bim peptide-Bcl-2 binding; Apoptosis regulator Bcl-2 (Homo sapiens), P10415; inhibition, % at 10 µM; AID 950, 2007; actives 0.06% (n = 190,000); in the data active = inhibition above about 40%; inconclusive = no clear call, values can overlap the other calls;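 also: 0% = no compound wells with probe peptide and 100% = reference peptide inhibitor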
# Target sequence (P10415 whole entry, looked up): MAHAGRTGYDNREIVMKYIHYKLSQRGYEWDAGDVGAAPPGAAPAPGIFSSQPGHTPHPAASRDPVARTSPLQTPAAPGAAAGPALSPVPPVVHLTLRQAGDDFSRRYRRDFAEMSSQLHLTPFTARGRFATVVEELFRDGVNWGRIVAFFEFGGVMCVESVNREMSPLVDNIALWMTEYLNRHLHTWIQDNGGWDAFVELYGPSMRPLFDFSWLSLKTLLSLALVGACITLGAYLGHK
# RGS4-Gao reg: modulators of RGS4 binding to Galphao, primary screen, biochemical, multiplexed bead flow cytometry; actives 0.33% (n = 220,000); binding response (% of control), % at 10 µM; AID 1415, 2008; actives lie on both sides; in the data active = binding response below about 49% or above about 150%; inactive = in between;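 also: fluorescent Galphao activated with aluminum fluoride binding bead-coupled RGS4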
# Target sequence (P09471 whole entry, looked up): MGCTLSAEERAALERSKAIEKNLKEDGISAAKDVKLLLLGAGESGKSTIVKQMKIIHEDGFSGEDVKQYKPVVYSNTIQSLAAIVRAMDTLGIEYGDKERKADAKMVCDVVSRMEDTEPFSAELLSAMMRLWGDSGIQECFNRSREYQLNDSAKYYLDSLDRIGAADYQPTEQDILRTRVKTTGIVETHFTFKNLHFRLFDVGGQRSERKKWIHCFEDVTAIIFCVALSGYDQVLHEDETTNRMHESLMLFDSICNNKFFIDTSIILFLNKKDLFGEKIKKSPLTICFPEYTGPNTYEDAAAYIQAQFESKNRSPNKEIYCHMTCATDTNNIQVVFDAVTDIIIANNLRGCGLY
# RGS7-Gao reg: RGS7-Galphao binding modulators, primary screen, biochemical, multiplexed bead flow cytometry; AID 1439, 2008; actives lie on both sides; actives 0.35% (n = 220,000); binding response (% of control), % at 10 µM; in the data active = binding response below about 49% or above about 150%; inconclusive = no clear call, values can overlap the other calls; inactive = in between;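 also: fluorescent Galphao held in activated GDP-AlF4 state binding bead-coupled RGS7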
# ABCB1 inh: ABCB1 efflux pump inhibitors, primary screen, cell-based, multiplex, flow cytometry, ABCG2 counter-screen. ATP-dependent translocase ABCB1 (Homo sapiens), P08183. CCRF-Adr cells, JC-1 efflux. inhibition, % at 6.6 µM. actives 0.067% (n = 190,000); in the data active = inhibition above about 40%;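 also: 0% = vehicle and 100% = reference inhibitor; higher value means more JC-1 retained so stronger ABCB1 efflux block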
# GSH fluor: compound fluorescence on glutathione beads, profiling panel, artefact control, biophysical, 488/530 nm, flow cytometry. GSH beads flow cytometry, compound fluorescence 488/530 nm; stronger effect = higher value. fluorescence (KMESF) at 10 µM. actives 0.25% (n = 190,000). AID 1776, 2009; in the data active = fluorescence above about 89;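 also: glutathione beads carrying GST-tagged Bcl family fusion proteins plus one bare bead set; values are compound well signal with DMSO vehicle wells as background; inactives centre near 16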
# ABCG2 block: ABCG2 efflux pump inhibitors, primary screen, multiplex with ABCB1, IgMXP3 cells, flow cytometry. inhibition, % at 6.6 µM. JC-1 efflux. actives 0.1% (n = 190,000);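 active = inhibition above 80%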;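 also: 0% = DMSO and 100% = nicardipine control wells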
#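 test system = two drug-resistant human cell lines, ABCG2 and ABCB1 | amount = 3 million cells/mL final, two lines in 1:1 ratio | reagent = JC-1 transporter substrate | doses = one concentration, 6.6 µM final | incubation = 10 min at 25 °C | signal = flow cytometric JC-1 green MFI at 530 nm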
# Bim-Bcl-W: inhibitors of Bim binding to Bcl-W, primary screen, biochemical, multiplexed, bead-based flow cytometry; Bim peptide-Bcl-W binding; actives 0.02% (n = 190,000); Bcl-2-like protein 2 (Homo sapiens), Q92843; AID 952, 2007; inhibition, % at 10 µM;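 also: 0% = bound tracer without compound and 100% = peptide blocker; higher means less fluorescent Bim peptide bound to Bcl-W beads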
# Bcl-B Bim block: inhibitors of Bim-Bcl-B binding, primary screen, biochemical, multiplexed, human Bcl-2 family. Bcl-2-like protein 10 (Homo sapiens), Q9HD36. bead-based flow cytometry, Bim peptide-Bcl-B binding. inhibition, % at 10 µM. actives 0.073% (n = 190,000). AID 951, 2007;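 also: 0% = tracer peptide without compound and 100% = reference inhibitor peptide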
# Target sequence (Q9HD36 whole entry, looked up): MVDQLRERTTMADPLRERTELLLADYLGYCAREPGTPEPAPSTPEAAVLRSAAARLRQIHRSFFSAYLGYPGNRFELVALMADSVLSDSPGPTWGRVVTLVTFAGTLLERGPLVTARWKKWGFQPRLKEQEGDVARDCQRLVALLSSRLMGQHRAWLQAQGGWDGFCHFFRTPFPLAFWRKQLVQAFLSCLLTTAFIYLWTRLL
# Avidin fluor: green autofluorescence of compounds with avidin beads – biophysical, 488/530 nm, flow cytometry, artefact control, profiling panel; compound fluorescence 488/530 nm; stronger effect = higher value; fluorescence (KMESF) at 10 µM; actives 0.38% (n = 220,000); in the data active = fluorescence above about 47; also: inactives centre near 10
# Bcl-XL Bim block: inhibitors of Bim-Bcl-XL binding, primary screen, biochemical, multiplexed, bead flow cytometry, human Bcl-XL; actives 0.04% (n = 190,000); Bcl-2-like protein 1 (Homo sapiens), Q07817; Bim peptide-Bcl-XL binding, fluorescence; inhibition, % at 10 µM
# Target sequence (Q07817 whole entry, looked up): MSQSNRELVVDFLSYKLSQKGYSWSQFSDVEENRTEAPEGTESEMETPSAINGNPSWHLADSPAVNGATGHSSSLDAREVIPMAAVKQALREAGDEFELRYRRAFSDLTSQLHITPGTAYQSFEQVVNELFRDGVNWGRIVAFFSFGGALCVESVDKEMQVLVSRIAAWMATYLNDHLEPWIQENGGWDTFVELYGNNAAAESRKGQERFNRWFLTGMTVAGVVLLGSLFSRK
# Bim-Bfl-1: inhibitors of Bim binding to Bfl-1, primary screen, biochemical, multiplexed, bead-based flow cytometry | Bcl-2-related protein A1 (Homo sapiens), Q16548 | Bim-Bfl-1 binding inhibition | inhibition, % at 10 µM | actives 0.12% (n = 190,000) | AID 1008, 2008;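 also: 0% = wells without compound plus tracer and 100% = blocker peptide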
# Starred values were filed as active, the others as inactive; ? = inconclusive. Rule as the data show it, unless noted: active = inhibition above about 40%.
SMILES,Avidin fluor,Bim-Bcl-2,Bcl-XL Bim block,RGS7-Gao reg,Bim-Bcl-W,RGS4-Gao reg,ABCG2 block,Bcl-B Bim block,GSH fluor,ABCB1 inh,Bim-Bfl-1
Cc1ccc(Nc2ncnc3nc[nH]c23)cc1Cl,7,-1.0,0.0,95.8,0.0,102.2,6.4,-3.0,16,0.3,-8.0
Fc1ccc(-c2csc3ncnc(N4CCc5ccccc5C4)c23)cc1,11,-2.0,-10.0,101.3,-4.0,102.8,-7.6,-9.0,10,-0.6,0.0
Cc1nnc(NC(=O)C2CCCCC2)s1,15,-8.0,-1.0,98.3,-3.0,93.2,14.2,-1.0,26,0.5,-2.0
CS(=O)(=O)N(CC(=O)NCC1CCCO1)c1ccc(F)c(Cl)c1 (stereo unspecified),44,1.0,0.0,112.2,0.0,114.1,4.0,-2.0,27,0.9,0.0
CN(Cc1c(O)ccc2c1oc(=O)c1ccccc12)C1CCCCC1,14,-10.0,-8.0,98.7,-1.0,95.6,25.4,-9.0,32,1.7,-15.0
O=C(CSc1nc(O)cc(=O)n1-c1ccccc1)Nc1ccc2c3c(cccc13)CC2,6,-5.0,-9.0,97.7,-6.0,100.0,-1.8,-9.0,18,-0.3,-3.0
CCn1nc(C)c(/C=C/C(=O)Nc2ccc(C)cc2C)c1C,16,-8.0,-14.0,107.1,-4.0,100.9,3.9,-19.0,11,0.6,-9.0
CSC(=NCCCN1CCOCC1)NS(=O)(=O)c1cccs1,7,6.0,-5.0,106.4,-3.0,107.9,-0.7,2.0,6,-0.1,4.0
CC[C@H](C)[C@@H]1NC(=O)c2cc([N+](=O)[O-])cc(I)c2NCC[C@@H](C(N)=O)NC(=O)[C@H](CCCN=C(N)N)NC1=O,11,-1.0,-3.0,109.2,-2.0,105.5,0.0,-4.0,17,-0.2,-2.0
O=C(Nc1nc(-c2ccccn2)cs1)C12CC3CC(CC(O)(C3)C1)C2,9,0.0,-2.0,?,3.0,102.0,1.5,-28.0,13,0.2,9.0
COc1cc(NC(=O)CSc2nncn2C)cc(OC)c1OC,10,-2.0,-2.0,96.5,4.0,99.2,0.3,0.0,16,0.3,-2.0
N#Cc1ccc(Oc2ccc(-c3nc4ccccc4nc3-c3ccccc3)cc2)cc1C#N,14,-6.0,-9.0,98.1,-8.0,96.6,7.9,-16.0,15,1.2,-13.0
COc1ccc(OCCCCOc2ccccc2Cl)cc1,12,-7.0,-1.0,100.0,0.0,99.1,2.9,-5.0,36,-0.2,-12.0
O=C(O)CN(c1ccccc1)C1SC(=O)NC1=O (stereo unspecified),39,0.0,-2.0,99.0,-1.0,100.9,3.7,-2.0,10,0.2,-4.0
COc1ccc(NC(=O)CN2CCCCC2)cc1,6,-5.0,-18.0,101.4,-2.0,108.0,-0.2,-6.0,48,0.1,-9.0
FC(F)(F)c1cccc(-n2cccc2/C=N/n2cnnc2)c1,7,-4.0,-3.0,99.5,0.0,96.4,0.6,-3.0,19,0.3,-1.0
CC(=O)Nc1ccc(NC(=O)CN(c2ccc(F)cc2)S(=O)(=O)c2ccc3c(c2)OCCO3)cc1,36,0.0,-7.0,98.3,-9.0,97.4,0.3,-5.0,17,-0.1,0.0
O=C(c1ccc(-c2ccccc2)cc1)N1CCC(C(=O)N2CCCC2)CC1,9,-1.0,0.0,103.5,-4.0,97.8,7.2,0.0,18,1.5,-1.0
O=C1c2cccc3cc(Br)cc(c23)C(=O)N1Nc1ccc(Br)cc1,10,-2.0,-6.0,98.9,-4.0,98.2,-2.6,-3.0,11,-0.6,-3.0
CCC(=O)N/C(=N/c1nc(C)cc(C)n1)Nc1cccc(OC)c1,7,-7.0,-2.0,78.8,0.0,83.0,12.9,-9.0,44,1.8,-13.0
Oc1ccc(C2=Nn3c(nnc3-c3ccco3)SC2)cc1O,9,17.0,55.0*,61.9,35.0,67.8,-19.9,36.0,11,-2.1,15.0
Cc1ccc(CC(=O)NCCCc2ccccc2)cc1,20,0.0,0.0,97.8,1.0,102.2,2.2,3.0,11,0.6,0.0
Cc1cc(N2CCCCC2)nc2c(C)cccc12,9,-6.0,-6.0,98.7,0.0,102.7,4.1,-7.0,21,0.2,-3.0
Cn1c(CN2CCCC2)nc2cc(NC(=O)COc3ccc([N+](=O)[O-])cc3)ccc21,7,-4.0,-7.0,106.4,-2.0,103.0,0.8,-7.0,23,0.1,-1.0
COc1ccc(N(CC(=O)NCCC2=CCCCC2)S(C)(=O)=O)cc1OC,34,1.0,-7.0,99.3,-2.0,105.4,0.2,-2.0,19,0.2,-2.0
Cc1cc(NC(=O)CCN2C(=O)C3C4C=CC(C4)C3C2=O)c2ccccc2n1 (stereo unspecified),39,-1.0,-2.0,97.0,-1.0,98.9,3.9,0.0,13,0.6,0.0
COc1ccc(NC(=O)Cc2ccc(Cl)c(Cl)c2)cn1,7,1.0,0.0,98.7,0.0,99.9,5.0,0.0,19,1.3,-4.0
CCOC(=O)c1sc2nc(C)nc(SCC(=O)N(C)C3CCS(=O)(=O)C3)c2c1C (stereo unspecified),8,7.0,-2.0,94.0,-6.0,95.3,1.7,1.0,20,0.3,9.0
Nc1nc(SCC(=O)NCC2CCCO2)n[nH]1 (stereo unspecified),8,0.0,0.0,98.3,0.0,99.2,3.2,0.0,20,1.3,0.0
Cc1ccc(C(=O)NC(NC(=S)Nc2ccc(S(N)(=O)=O)cc2)C(Cl)(Cl)Cl)cc1 (stereo unspecified),20,-6.0,-7.0,89.2,-4.0,87.2,-23.1,-13.0,10,-2.3,-3.0
CCOC(=O)c1nnn(-c2ccccc2C#N)c1C,7,-1.0,0.0,99.4,2.0,100.9,4.9,0.0,14,0.4,0.0
COc1ccc2nc(NC(=O)/C=C/c3ccc4c(c3)OCO4)sc2c1,7,-10.0,0.0,102.2,-1.0,109.2,-6.6,0.0,9,-1.1,-25.0
CNC(=S)N(CCc1c(C)[nH]c2ccc(OC)cc12)Cc1cc(OC)c(OC)c(OC)c1,7,-1.0,-1.0,101.0,-6.0,100.2,6.7,-10.0,17,0.6,0.0
C#CCN1C(=O)C(O)(CC(=O)c2cc(OC)ccc2OC)c2ccccc21 (stereo unspecified),17,0.0,-1.0,106.6,-3.0,107.4,2.3,-2.0,23,0.8,-1.0
COC(=O)C1CCN(C(=O)c2cc3ccccc3oc2=O)CC1,5,-4.0,-4.0,95.7,0.0,96.5,0.0,-1.0,6,-0.1,-14.0
Cc1cc(C)cc(OCC(=O)OCC(=O)NCc2ccco2)c1,13,-9.0,-4.0,95.1,-2.0,100.3,1.4,-11.0,36,0.4,-13.0
CSCC[C@H](NC(=O)CC(C)(C)C)c1nc2ccccc2[nH]1,27,0.0,-1.0,100.9,-1.0,103.1,0.6,-2.0,20,0.4,-1.0
O=C(COC(=O)c1ccccn1)Nc1ccccc1OC(F)F,9,-2.0,0.0,90.7,-2.0,92.7,6.4,-4.0,16,0.4,-3.0
COC(=O)[C@@H](NC(=O)NCc1ccco1)C(C)C,13,-8.0,-17.0,97.6,0.0,101.3,1.3,-5.0,30,0.9,-12.0
CCOC(=O)c1[nH]ncc1CN1CCCC(C(=O)c2cccc(OC(C)C)c2)C1 (stereo unspecified),2,0.0,-1.0,95.7,-3.0,96.7,7.1,0.0,10,1.5,4.0

# Three of the compounds above, with values under each structure.
# The line under a structure holds: Avidin fluor	Bim-Bcl-2	Bcl-XL Bim block	RGS7-Gao reg	Bim-Bcl-W	RGS4-Gao reg	ABCG2 block	Bcl-B Bim block	GSH fluor	ABCB1 inh	Bim-Bfl-1
- C#CCN1C(=O)C(O)(CC(=O)c2cc(OC)ccc2OC)c2ccccc21 (stereo unspecified)
  17	0.0	-1.0	106.6	-3.0	107.4	2.3	-2.0	23	0.8	-1.0
- COC(=O)C1CCN(C(=O)c2cc3ccccc3oc2=O)CC1
  5	-4.0	-4.0	95.7	0.0	96.5	0.0	-1.0	6	-0.1	-14.0
- Cc1cc(C)cc(OCC(=O)OCC(=O)NCc2ccco2)c1
  13	-9.0	-4.0	95.1	-2.0	100.3	1.4	-11.0	36	0.4	-13.0

# Following part
SMILES,Avidin fluor,Bim-Bcl-2,Bcl-XL Bim block,RGS7-Gao reg,Bim-Bcl-W,RGS4-Gao reg,ABCG2 block,Bcl-B Bim block,GSH fluor,ABCB1 inh,Bim-Bfl-1
CCCCOc1ccc(-c2nc(/C=N/c3nccs3)c(O)o2)cc1,5,-2.0,-8.0,99.8,-7.0,101.2,-0.9,-6.0,20,-0.3,-4.0
Cc1c2cccn2cc[n+]1C,34,-4.0,0.0,104.2,1.0,102.3,1.2,-3.0,16,0.3,-3.0
CCC(C)(C)NC(=O)/C=C/c1ccc(OC)c(S(=O)(=O)N2CCOCC2)c1,1,3.0,-3.0,93.9,-1.0,97.6,3.9,-4.0,8,0.3,0.0
COc1ccc(NC(=O)c2cc3cc(OC)ccc3oc2=N)cc1,19,-2.0,2.0,107.3,4.0,108.9,5.3,0.0,24,0.5,1.0
Cc1[nH]c(=O)[nH]c(=O)c1NC(=O)c1ccc(OC(C)C)cc1,13,-2.0,0.0,98.8,0.0,100.9,6.3,-5.0,16,1.2,-8.0
O=C1CCC(C(=O)N(Cc2ccco2)C2(C(=O)NC3CCCC3)CCCCC2)N1 (stereo unspecified),13,-1.0,2.0,97.6,1.0,105.3,-0.1,-2.0,8,0.1,-1.0
CCOC(=O)c1c(C)oc2c(CN3CCN(C)CC3)c(Br)c(OC)c(O)c12,15,7.0,0.0,104.5,0.0,107.3,1.6,7.0,14,1.5,1.0
N#C/C(=C(/O)c1cccs1)c1nnc2n1CCCCC2,9,-4.0,-2.0,?,0.0,101.3,5.0,-1.0,16,0.5,-5.0
O=C(CSc1nc(-c2ccccc2)cc(C(F)(F)F)n1)NCCN1CCOCC1,8,0.0,-2.0,103.6,-3.0,105.6,3.1,0.0,13,0.2,-3.0
COc1ccc(Nc2nc(-c3ccc(OC)cc3)cs2)cc1,11,-4.0,-3.0,98.1,-4.0,96.1,9.9,-2.0,12,0.3,0.0
O=C(CCc1c[nH]c2ccccc12)NCC1CCCO1 (stereo unspecified),6,-5.0,-6.0,102.3,2.0,100.3,0.1,-4.0,58,-0.1,-10.0
Cc1noc(NS(=O)(=O)c2ccc(NC(=O)CSc3n[nH]c(-c4ccccc4)n3)cc2)c1C,12,-8.0,4.0,98.9,0.0,99.4,-1.2,-4.0,31,-0.3,-11.0
CCc1nnc(N/N=C/c2cccs2)n1N,4,-5.0,-11.0,103.6,-5.0,101.7,0.5,-12.0,13,0.2,-1.0
